eLon inh = E. coli protease La inhibition. P0A9M0. purified E. coli Lon protease, fluorescence polarization. inhibition, % at 7.94 µM. 360,000 compounds, 0.42% hits. AID 602123; in the data active = inhibition above about 13%, passing the limit was not always enough;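 note: 0% = enzyme with probe and DMSO and 100% = no enzyme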
MsrA inh = inhibits bovine methionine sulfoxide reductase A; AID 651718; 360,000 compounds, 0.75% hits; inhibition, % at 15.5 µM; purified bovine MsrA, absorbance read-out; in the data active = inhibition above about 4.5%;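 note: 0% = vehicle wells with enzyme and 100% = reference inhibitor wells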
bovine MsrA act = activators of bovine methionine sulfoxide reductase A | activation, % at 10.6 µM | 360,000 compounds, 0.3% hits | purified bovine MsrA, absorbance read-out; in the data active = activation above about 7.5%;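 note: 0% = vehicle and 100% = reference activator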
CendR NRP1 mod = NRP-1/CendR interaction modulation; 360,000 compounds, 0.85% hits; FAM-RPARPAR peptide binding to NRP-1, fluorescence polarization; inhibition, % at 25 µM;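 active = inhibition or corrected inhibition above about 18%, plus a signal ratio from 0.5 to 1.5, limit read from the data, passing the limit was not always enough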; note: strong numbers were not always called active
MT1-MMP act inh = blocks activation of human MT1-MMP; GFP/RFP ratio change, % at 20 µM; AID 651647; 360,000 compounds, 0.061% hits; P50281; HT1080 RFP-PRO-GFP cells, GFP/RFP ratio fluorescence, overnight; percent of plate control window, DMSO zero;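 active = GFP/RFP ratio change of at least 30% with cell ATP level not reduced by more than half and red fluorescence within 50% of control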; note: strong numbers were not always called active
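Test system: HT1080 cells expressing an RFP-PRO-GFP fluorescent reporter construct / Compound dosing: single-point 20 µM compound, 1% DMSO / Schedule: cells overnight before dosing, compound overnight, 37 °C, 5% CO2 / Evaluation: GFP/RFP fluorescence ratio / Control set: DMSO and RFP-L50D-GFP cell wells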
FAS-TE inh = inhibitors of human fatty acid synthase thioesterase domain; P49327; recombinant FAS-TE, OMFH fluorogenic substrate, fluorescence endpoint; inhibition, % at 15 µM; 360,000 compounds, 0.67% hits; AID 602261;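 active = compounds whose normalised, plate-corrected inhibition of enzyme fluorescence in the single-dose primary screen is 50% or more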;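 note: 0% = DMSO with enzyme and 100% = substrate without enzyme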
Target sequence (P49327 whole entry, looked up, the tested form may be a part): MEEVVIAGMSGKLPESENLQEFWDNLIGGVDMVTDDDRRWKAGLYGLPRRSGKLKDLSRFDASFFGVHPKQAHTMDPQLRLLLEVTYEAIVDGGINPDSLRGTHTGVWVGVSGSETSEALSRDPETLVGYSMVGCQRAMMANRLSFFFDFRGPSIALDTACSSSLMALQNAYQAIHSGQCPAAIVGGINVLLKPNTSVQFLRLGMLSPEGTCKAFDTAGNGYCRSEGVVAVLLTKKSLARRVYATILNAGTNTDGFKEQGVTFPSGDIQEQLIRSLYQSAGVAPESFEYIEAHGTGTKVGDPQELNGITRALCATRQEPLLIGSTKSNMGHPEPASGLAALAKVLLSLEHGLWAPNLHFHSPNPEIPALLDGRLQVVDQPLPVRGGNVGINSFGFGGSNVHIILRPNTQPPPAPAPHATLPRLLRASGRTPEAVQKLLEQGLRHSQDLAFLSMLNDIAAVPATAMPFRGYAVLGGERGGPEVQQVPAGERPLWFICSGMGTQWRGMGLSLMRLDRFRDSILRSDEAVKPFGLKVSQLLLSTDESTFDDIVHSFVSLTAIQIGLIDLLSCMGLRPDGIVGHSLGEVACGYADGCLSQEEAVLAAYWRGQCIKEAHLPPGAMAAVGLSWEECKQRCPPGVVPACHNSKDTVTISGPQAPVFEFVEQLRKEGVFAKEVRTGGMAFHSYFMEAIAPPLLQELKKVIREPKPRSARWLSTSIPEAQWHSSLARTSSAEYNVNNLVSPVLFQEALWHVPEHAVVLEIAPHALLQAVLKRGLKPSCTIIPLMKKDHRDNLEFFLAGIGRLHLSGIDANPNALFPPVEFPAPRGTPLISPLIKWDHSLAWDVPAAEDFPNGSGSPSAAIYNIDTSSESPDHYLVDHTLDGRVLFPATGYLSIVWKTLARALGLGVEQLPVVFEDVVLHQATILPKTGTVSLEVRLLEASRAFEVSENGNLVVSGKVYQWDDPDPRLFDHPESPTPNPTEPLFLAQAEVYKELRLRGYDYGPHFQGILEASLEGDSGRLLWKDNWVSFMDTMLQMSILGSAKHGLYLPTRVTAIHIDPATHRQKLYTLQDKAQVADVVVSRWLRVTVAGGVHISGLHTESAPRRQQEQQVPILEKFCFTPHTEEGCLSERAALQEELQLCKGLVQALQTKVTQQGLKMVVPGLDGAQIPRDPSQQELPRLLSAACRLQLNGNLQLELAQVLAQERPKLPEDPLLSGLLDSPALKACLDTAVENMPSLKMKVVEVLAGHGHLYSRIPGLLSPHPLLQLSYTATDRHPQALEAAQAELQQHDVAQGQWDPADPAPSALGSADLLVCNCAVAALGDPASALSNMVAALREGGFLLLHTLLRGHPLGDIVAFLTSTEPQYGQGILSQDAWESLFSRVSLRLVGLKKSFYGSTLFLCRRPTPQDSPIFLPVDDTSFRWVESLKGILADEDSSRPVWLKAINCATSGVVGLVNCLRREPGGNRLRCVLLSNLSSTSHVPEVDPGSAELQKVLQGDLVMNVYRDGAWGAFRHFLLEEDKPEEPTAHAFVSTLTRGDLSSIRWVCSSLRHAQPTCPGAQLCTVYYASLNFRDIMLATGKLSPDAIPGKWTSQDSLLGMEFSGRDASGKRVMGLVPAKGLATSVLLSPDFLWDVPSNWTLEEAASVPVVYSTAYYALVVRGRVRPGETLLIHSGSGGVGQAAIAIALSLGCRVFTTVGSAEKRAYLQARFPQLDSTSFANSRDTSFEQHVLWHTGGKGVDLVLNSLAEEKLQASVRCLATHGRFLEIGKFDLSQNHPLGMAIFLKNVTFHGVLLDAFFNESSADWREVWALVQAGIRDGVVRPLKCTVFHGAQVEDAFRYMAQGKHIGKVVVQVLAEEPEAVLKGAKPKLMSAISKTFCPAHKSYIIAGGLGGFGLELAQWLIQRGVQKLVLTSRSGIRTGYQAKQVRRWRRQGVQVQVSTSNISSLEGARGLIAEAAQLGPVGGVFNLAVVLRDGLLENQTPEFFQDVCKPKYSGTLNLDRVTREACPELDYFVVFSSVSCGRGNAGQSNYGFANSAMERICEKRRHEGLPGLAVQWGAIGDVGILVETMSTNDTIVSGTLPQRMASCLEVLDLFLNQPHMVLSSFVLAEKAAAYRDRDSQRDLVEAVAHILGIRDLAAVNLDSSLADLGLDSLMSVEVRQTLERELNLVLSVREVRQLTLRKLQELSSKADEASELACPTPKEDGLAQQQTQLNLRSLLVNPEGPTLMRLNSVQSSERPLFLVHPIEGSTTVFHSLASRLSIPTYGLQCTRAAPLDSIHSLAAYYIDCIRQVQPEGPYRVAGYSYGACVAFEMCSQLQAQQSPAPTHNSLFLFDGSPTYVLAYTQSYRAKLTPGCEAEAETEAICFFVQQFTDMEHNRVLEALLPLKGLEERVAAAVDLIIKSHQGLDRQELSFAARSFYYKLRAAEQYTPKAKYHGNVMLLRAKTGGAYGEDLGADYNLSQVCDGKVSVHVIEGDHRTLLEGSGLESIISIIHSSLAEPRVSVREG
PABP1 MLLE inh = blocks PAM2 peptide binding to the PABP1 MLLE domain; inhibition, % at 20 µM; 360,000 compounds, 0.36% hits; GST-MLLE / FITC-PAM2 fluorescence polarization; in the data active = inhibition above about 35%, passing the limit was not always enough;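 note: plate controls were DMSO wells with GST-MLLE for no effect and wells lacking GST-MLLE protein for full effect; some results filed as inactive read as strong as hits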
SKN-1 block = blocks SKN-1 activity in C. elegans. C. elegans VP596 Pgst-4::GFP/RFP ratio, acrylamide-induced, 24 h. inhibition, % at 21.8 µM. 360,000 compounds, 0.49% hits. AID 624304;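 active = interference check ratio from 0.5 to 1.5 plus GFP to RFP signal ratio inhibition reaching or exceeding a fixed threshold, cut at about 30% in these data, passing the limit was not always enough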; note: some compounds called inactive have numbers as strong as hits
TbMetRS inhib = blocks T. brucei methionyl-tRNA synthetase activity; AID 624268; inhibition, % at 11.9 µM; 360,000 compounds, 0.4% hits; purified T. brucei MetRS, ATP depletion, Kinase-Glo luminescence;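 active = inhibition above a per-plate cutoff of the control wells' mean inhibition plus 3 SD, cut at about 5.5% in these data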;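 note: 0% = DMSO wells median and 100% = median of wells with control inhibitor compound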
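Measured by: Kinase-Glo luciferase luminescence reporting remaining unconsumed ATP. Material: purified T. brucei MetRS enzyme. Doses: 11.9 µM compound single dose, 0.9% DMSO. Medium: HEPES buffer containing pyrophosphatase, BSA, spermine, DTT. Times: 15 min preincubation, 2 h reaction, all 25 °C. Reagent: methionine, ATP and bulk E. coli tRNA.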
The depositor's hits bear a star; . = no result given.

SMILES	eLon inh	MsrA inh	bovine MsrA act	CendR NRP1 mod	MT1-MMP act inh	FAS-TE inh	PABP1 MLLE inh	SKN-1 block	TbMetRS inhib
CCC(=O)NNC(=O)CSc1nnc(-c2ccccc2)c(-c2ccccc2)n1	6	-1.2	-2	0	-2	-4	-4	4	-0.3
CC1C=CC=CC=CC=CC=CC=CC=CC(OC2OC(C)C(O)C(N)C2O)CC2OC(O)(CC(O)CC(O)C(O)CCC(O)CC(O)CC(=O)OC(C)C(C)C1O)CC(O)C2C(=O)O (centres undefined)	-59	.	-11	-160	10	-8	-38	8	-0.6
COc1ccc(-c2csc(NC(=O)CN3C(=O)CCC3=O)n2)cc1OC	-17	-0.1	-2	-4	3	-9	-4	8	-1.0
COc1cccc(/C=C2\SC(=S)N(CCC(=O)N3CCCCC3CCO)C2=O)c1 (centres undefined)	0	0.1	-13	4	-6	1	-4	-10	-0.7
Cc1oc(S(=O)(=O)N2CCCC2)cc1C(=O)Nc1ccccc1	-1	1.4	-4	-7	2	-2	0	5	-0.3
Cc1cc(C(=O)OC(C)C(=O)NC2CCCCC2C)c(C)o1 (centres undefined)	-5	-0.6	-2	4	-1	8	20	-4	-0.4
Cc1ccnc(SCC(=O)O)n1	-1	-1.3	0	-5	8	-11	6	2	0.6
COc1ccc(Cl)cc1S(=O)(=O)N1CCC(C(=O)NC2CC2)CC1	4	-0.2	-2	12	0	-4	-1	-5	-0.5
Cc1sc(NC(=S)NC(=O)c2cccs2)nc1-c1ccc(CC(C)C)cc1	-2	-0.9	0	-4	3	16	19	6	0.1
CC1CCCN(C(=S)Nc2ccc(S(=O)(=O)N3CCCCC3)cc2)C1 (centres undefined)	-1	0.1	-3	1	4	5	-112	1	-0.2
Cc1nn(CC#N)c(=O)n1-c1cccc(F)c1	-6	0.6	-2	21	-3	-3	1	17	0.5
CC(OC(=O)c1ccc2ncsc2c1)C(=O)NC1CCCCC1C (centres undefined)	0	-0.2	-3	4	2	2	15	1	0.1
CN(CC(=O)Nc1cccc(F)c1)C(=O)CC1CCCCC1	-7	0.4	-2	-8	0	0	-1	14	0.2
COc1ccc(C(O)c2nc(-c3ccc(C)c(C)c3)cs2)cc1 (centres undefined)	-1	0.1	-3	12	0	13	1	17	0.5
O=C(Nc1ccc(S(=O)(=O)N2CCCCC2)cc1)c1ccc(F)cc1	-4	-1.1	-1	2	-2	6	-9	-6	0.8
CCOC(=O)c1ccc(NC(=O)NC2CC3CCC(C2)N3Cc2nnnn2Cc2ccco2)cc1 (centres undefined)	-3	-0.4	0	-23	-2	2	-1	12	-0.5
COc1ccc(-c2csc(N3CCN(C(=O)c4ccccc4)CC3)n2)cc1	-5	0.0	-1	10	-4	12	-30	-6	-1.2
CC(C)(C)OC(=O)NCCCCCNC(=O)c1nc[nH]c1C(=O)NCc1ccccc1	-1	-0.3	-2	17	2	8	-4	1	0.2
CCn1cc(C(=O)NC(=S)Nc2cccc(O)c2)cn1	-1	-0.3	-2	16	3	-4	24	-8	-0.7
O=C(c1ccc2c(c1)C(=O)N(c1ccc(Cl)cc1)C2=O)N1CCN(c2ccccn2)CC1	4	-0.9	-1	-4	-2	-6	3	-11	0.4
CCN1CCCC(OC(=O)c2cc(-c3ccc(C)cc3)nc3ccccc23)C1 (centres undefined)	1	-0.8	-2	5	-1	10	5	1	-0.9
Cc1ccccc1CN(c1ccc(C(=O)Nc2cccnc2)cc1)S(C)(=O)=O	-2	-0.8	-4	5	-11	-4	-1	-1	0.8
CSc1ccc(/C=C/C(=O)OCC(=O)NC(C)C)cc1	-3	5.5*	-7	-4	6	-2	2	6	0.0
Cc1cccc(N/C(=N/S(=O)(=O)c2ccccc2)c2ccccc2)n1	-3	0.3	-2	1	-10	-4	0	15	-0.5
C=C(C)C(=O)Nc1nnc(-c2cccs2)s1	-9	-0.4	6	-1	-2	-10	5	7	-0.5

The list continues:
SMILES	eLon inh	MsrA inh	bovine MsrA act	CendR NRP1 mod	MT1-MMP act inh	FAS-TE inh	PABP1 MLLE inh	SKN-1 block	TbMetRS inhib
COC(=O)CN(C#N)c1nc(NC(C)C)nc(OC)n1	-9	-0.5	-9	-2	1	-9	6	-5	-1.3
CCOc1ccc(-c2nn(-c3ccccc3)cc2/C=C(\C#N)S(=O)(=O)c2ccccc2)cc1C	-15	-0.7	-4	-2	9	15	-7	41*	-1.0
Cc1cc(C(=O)N/N=C/c2ccccc2[N+](=O)[O-])c(C)o1	2	0.2	-3	12	-1	2	8	-3	-0.5
COc1ccccc1OCC(O)CO (centres undefined)	5	0.4	-1	2	-2	0	0	19	-0.5
Cc1nc(NC(=O)c2ccccc2)sc1-c1cc(C(=O)O)nn1Cc1ccccc1	-10	1.7	-2	-10	7	-8	5	-13	0.2
COc1ccc(S(=O)(=O)Nc2noc3ccccc23)cc1OC	12	-0.1	-1	1	0	-5	-1	10	-0.6
CCN(CC)Cc1c(C(=O)N/N=C/c2cccc(OCc3ccc(F)cc3)c2)nnn1-c1nonc1N	5	0.6	-3	3	0	21	-14	-5	-0.1
CCN1CCN(c2ccc(S(=O)(=O)N3CCCCC3)cc2NC(=O)/C=C/c2cc(OC)ccc2OC)CC1	2	-0.2	0	16	-2	14	-57	-9	0.2
CCOC(=O)c1nnn(CC(=O)Nc2ccccc2OC)c1C(=O)OCC	-1	0.8	-9	-3	-2	-8	3	2	-0.7
Cc1cc(Cl)ccc1NC(=O)C1CCN(S(C)(=O)=O)CC1	1	-0.7	-5	-18	0	-4	11	10	-0.1
COc1cc(/C=C2/C(=O)N(c3ccc(C)c(C)c3)N=C2C)cc([N+](=O)[O-])c1O	8	-0.4	-1	5	1	-7	7	4	-0.3
Cc1ccc(OCC(=O)N/N=C/c2ccc([N+](=O)[O-])o2)cc1	-10	4.1	2	-5	-4	2	3	2	0.2
O=C(NCc1ccccc1)c1ccc(NC(=O)c2ccco2)cc1	7	1.2	-3	9	-1	-5	-4	1	-0.3
COc1ccc(Cn2cc(CN3CC(N4CCN(CCO)CC4)CS3(=O)=O)nn2)cc1 (centres undefined)	-3	0.2	-5	6	6	-9	.	-12	-1.1
CCOc1ccc(CC(=O)NCC2(N3CCCCC3)CCCCC2)cc1	-3	-0.8	-2	3	-2	-4	-3	0	-0.4
Cc1ccc(NS(=O)(=O)c2cc(-c3n[nH]c(=O)c4ccccc34)ccc2C)cc1	-14	5.2*	-1	10	-4	12	6	14	0.5
Cc1cccc(NC(=O)NC2(C(=O)NCc3ccco3)CCCCC2)c1	7	0.1	-3	6	.	-2	-16	-13	-1.0
CCOC(=O)N1CCN(C(=O)C(CC(C)C)NS(=O)(=O)c2ccc(C)cc2)CC1 (centres undefined)	-8	-0.4	-3	22*	4	-4	4	-1	-0.2
CCCCN(C(=O)COC(=O)c1nc2nccc(C)n2n1)C1CCS(=O)(=O)C1 (centres undefined)	0	0.3	-2	4	-3	-6	-7	14	-0.2
Cc1nn(C)cc1S(=O)(=O)Nc1ccccc1Br	-5	-1.2	-2	10	2	-4	2	9	-0.3
O=C(CN1C(=O)C2CC=CCC2C1=O)NC1CCCCC1 (centres undefined)	5	-0.8	-4	3	5	-5	-6	4	-0.7
CC(C)CNC(=O)CSc1n[nH]c(=O)n1CCc1ccccc1	7	0.1	0	6	5	-4	1	7	-0.2
Cc1ccccc1Cn1c(C)cc(C)c(C#N)c1=O	-2	1.7	-4	-10	3	-1	-3	-3	0.0
Cc1ccc(NC(=O)n2ncc3c(C)cccc32)c(C)c1	-5	-0.4	-1	-5	-8	1	0	2	-0.7
CC1=CC(C)(C)NC(=S)N1CCO	2	0.8	1	-10	-2	-5	-55	13	-0.4

Additional structures
SMILES	eLon inh	MsrA inh	bovine MsrA act	CendR NRP1 mod	MT1-MMP act inh	FAS-TE inh	PABP1 MLLE inh	SKN-1 block	TbMetRS inhib
O=S(=O)(Nc1nc2ccccc2s1)c1ccc(Br)s1	-7	0.1	0	-18	-2	11	-25	13	1.0
Cc1sc2nc(CN3CCOCC3)nc(NS(=O)(=O)c3ccc4c(c3)OCCO4)c2c1C	-5	-0.7	-2	-7	2	-6	-6	13	0.9
COC(=O)C1=C(C(=O)OC)[C@@H]2Nc3ccccc3[C@@]23C[C@@H](C(=O)OC)N(C(C)=O)C3=N1	2	1.6	-3	11	-2	-6	-5	20	-0.4
Cc1cc(OCCn2cncn2)ccc1[N+](=O)[O-]	-1	1.1	-13	-8	.	0	0	-6	-1.2
CCc1nnc(NC(=O)CSc2nnc(CNC(=O)c3ccc(OC)c(OC)c3)o2)s1	3	-0.7	-10	9	2	-9	-19	-3	-0.8
COc1ccc(OC)c(C(O)c2ncc(-c3ccccc3Cl)[nH]2)c1 (centres undefined)	-13	-0.8	-1	-8	3	1	2	11	0.1
CC(=O)Nc1cccc(OCC(=O)NC(C)c2ccc3ccccc3c2)c1 (centres undefined)	8	2.9	-1	3	2	-1	-2	-1	-0.5
CC(C)Oc1ccc(C(=O)/C(=C\c2cccs2)c2nc3ccccc3o2)cc1	5	3.0	-1	-3	-7	39	9	0	-0.4
CCCn1nnnc1SCC(=O)N1C(C)CCCC1C (centres undefined)	-6	-0.1	-1	22*	-1	-2	-11	9	-0.8
COC(=O)C(Cc1ccccc1)OS(N)(=O)=O (centres undefined)	2	0.8	-2	5	0	-16	4	16	-0.3
Cc1ccc2nc(-c3ccc(NC(=O)CN4C(=O)NC(C)(c5ccc(OC(F)F)cc5)C4=O)cc3)sc2c1 (centres undefined)	-2	4.7*	-6	3	7	-2	-2	11	-0.2
Cc1ccc(C)c(NS(=O)(=O)c2cc(C(=O)Nc3cccc(N(C)S(C)(=O)=O)c3)ccc2C)c1	2	2.1	-3	-4	-4	13	2	1	-0.3
Cc1cc(-c2nnc3n2N=C(c2ccccc2)CS3)n[nH]1	1	0.5	-3	-29	0	-2	-40	3	-0.5
Cc1cc(C)nc(SCC(=O)N/N=C/c2cccs2)n1	-7	0.8	-4	-24	-1	-4	-2	2	-0.3
Cn1cnnc1Sc1ccc(S(C)(=O)=O)cc1[N+](=O)[O-]	-5	0.1	-14	4	5	-7	-5	-4	-1.2
CCCc1nc(NCCO)c(C#N)c2c1CCCC2	-7	0.8	1	2	-2	-6	-7	17	-0.1
O=C(CSc1nnnn1C1CCCCC1)N1CCOCC1	-4	-1.0	-3	-5	2	-10	-4	8	0.2
c1ccc(Cn2nnc3c(N4CCCC4)ncnc32)cc1	-12	0.8	-9	-12	3	2	-2	-6	-1.3
Cc1onc(NC(=O)NC(=O)c2c(F)cccc2Cl)c1Br	-4	-0.8	0	-1	0	-1	-22	15	0.0
CCn1c(=O)cc(SCC(=O)Nc2cccc(C)n2)c2ccccc21	3	1.0	-4	0	2	4	1	-5	0.0

Structures listed above marked active in MsrA inh:
canonical_smiles,eLon inh,MsrA inh,bovine MsrA act,CendR NRP1 mod,MT1-MMP act inh,PABP1 MLLE inh,SKN-1 block,TbMetRS inhib
CSc1ccc(/C=C/C(=O)OCC(=O)NC(C)C)cc1,-3,5.5*,-7,-4,6,2,6,0.0
Cc1ccc(NS(=O)(=O)c2cc(-c3n[nH]c(=O)c4ccccc34)ccc2C)cc1,-14,5.2*,-1,10,-4,6,14,0.5
Cc1ccc2nc(-c3ccc(NC(=O)CN4C(=O)NC(C)(c5ccc(OC(F)F)cc5)C4=O)cc3)sc2c1 (centres undefined),-2,4.7*,-6,3,7,-2,11,-0.2

Screening data: PubChem, several laboratories
